Screens: PubChem BioAssay, National Center for Advancing Translational Sciences (NCATS)
GLA spleen mod: inhibitors or activators of human alpha-galactosidase in spleen homogenate; human spleen homogenate, 4MU-alpha-Gal fluorescence, 40 min; Potency, µM (series often up to 80 µM), for inactives: at the highest dose activity change, negative = inhibition, usual class: inhibitors; 240,000 compounds, 0.008% hits; AID 2107;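 note: 0% = enzyme with vehicle and -100% = no enzyme basal signal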
Target sequence (P06280 32-429 limits assumed): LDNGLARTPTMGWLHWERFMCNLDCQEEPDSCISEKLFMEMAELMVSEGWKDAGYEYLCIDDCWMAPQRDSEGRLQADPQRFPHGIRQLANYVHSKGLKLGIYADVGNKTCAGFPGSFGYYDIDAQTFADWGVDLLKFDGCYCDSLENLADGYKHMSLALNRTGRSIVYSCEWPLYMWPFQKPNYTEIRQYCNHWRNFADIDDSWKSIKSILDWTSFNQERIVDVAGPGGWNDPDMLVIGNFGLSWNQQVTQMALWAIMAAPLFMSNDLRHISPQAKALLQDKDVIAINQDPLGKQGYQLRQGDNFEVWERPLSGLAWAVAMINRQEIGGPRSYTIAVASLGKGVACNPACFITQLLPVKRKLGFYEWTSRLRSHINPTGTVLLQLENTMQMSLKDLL
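Inhibition or activation of alpha-galactosidase in human spleen homogenate is scored by 4-MU fluorescence after 40 min at 37C, pH 5.0, with 1 mM substrate. AC50s come from concentration-response fitted to the Hill equation.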
Tau fluor counter: counter-screen for tau fibril formation inhibitors | tau K18 P301L Alexa594 fluorescence, heparin fibrillization | Potency, µM (series often up to 57.7 µM), without a hit: top-dose activity change, negative = decrease | 280,000 compounds, 0.93% hits | AID 1463; note: % is set by controls: 0 for no effect and ±100 for the full control effect; nearly all actives have a fitted effect of over 55% in size
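Human tau K18 P301L (15 uM unlabeled, 0.24 uM Alexa 594-labeled) in 100 mM sodium acetate pH 7 with 20 uM heparin, 6 hr at 37 C. ThT 30 uM added, 1 hr ambient; Alexa 594 FP and total fluorescence read at 555/632 nm.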
HTT ATP protect: protects HTT-Q103 PC12 cells, measured by ATP; 230,000 compounds, 0.14% hits; Potency, µM (highest dose often 56.4 µM), without a hit: cytoprotection (ATP increase), hits mostly activators; PC12 HTT-Q103 induced, cytoprotection, ATP luminescence, 40 h; AID 1471;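 note: % of control where 0% means no effect; nearly all actives have a fitted effect of over 45% in size; toxic huntingtin expression switched on by the ecdysone agonist tebufenozide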
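Stable PC12 Q103-GFP cells in serum-supplemented, phenol red-free DMEM; induction by tebufenozide at 100 nM final; compound dose series; cell viability quantified luminescently from ATP.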
Tau fibril ThT: inhibitors of human tau fibril formation, thioflavin T binding; Potency, µM (titrated, usually from 57.4 µM), inactives show at the top dose activity, negative = inhibition, hits mostly inhibitors; recombinant tau K18 P301L, heparin-induced fibrillization, ThT fluorescence; AID 1460; P10636; 270,000 compounds, 2.1% hits; note: % is set by controls: 0 for no effect and ±100 for the full control effect; nearly all actives have a fitted effect of over 55% in size
Target sequence (P10636 561-689 P618L limits assumed): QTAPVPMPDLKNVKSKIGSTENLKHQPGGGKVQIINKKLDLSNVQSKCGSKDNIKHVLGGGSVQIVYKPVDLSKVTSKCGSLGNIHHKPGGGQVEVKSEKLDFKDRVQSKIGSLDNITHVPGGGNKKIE
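Heparin-induced fibrillization of the P301L-mutant K18 repeat-domain fragment of human tau was followed by ThT binding in quantitative high-throughput format.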
GAA spleen mod: inhibits or activates alpha-glucosidase in human spleen homogenate. P10253. human spleen homogenate, 4-MU-alpha-glucoside fluorescence. Potency, µM (doses to about 79.9 µM), for inactives: at the highest dose activity change, negative = inhibition, usual class: inhibitors. 240,000 compounds, 0.006% hits. AID 2112;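 note: 0% = enzyme with vehicle and -100% = no enzyme basal signal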
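Human spleen homogenate (1 ug) incubated with compounds and 1 mM 4-methylumbelliferyl-alpha-D-glucopyranoside in pH 5.0 citrate/phosphate buffer, 37 C, 40 min. Stopped at pH 10; 4-MU fluorescence (Ex 365/Em 440 nm); AC50 by Hill fit.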
Tau fibril FP: tau fibrillization inhibition (FP) | P10636 | K18 P301L tau heparin fibrillization, Alexa594 FP, 6 h | Potency, µM (titrated, usually from 57.7 µM), for inactives: at the top dose activity, negative = inhibition, most hits filed as inhibitors | 280,000 compounds, 0.39% hits | AID 1468; note: % is set by controls: 0 for no effect and ±100 for the full control effect; nearly all actives have a fitted effect of over 55% in size
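Heparin (20 uM) drove fibril formation of recombinant tau K18 P301L, 15 uM unlabeled with 0.24 uM Alexa 594 label, for 6 hr at 37 C in 100 mM sodium acetate pH 7. Fluorescence polarization (555/632 nm) read 1 hr after 30 uM ThT.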
GAA glycogen mod: inhibitors or activators of human alpha-glucosidase glycogen cleavage | P10253 | recombinant GAA, glycogen substrate, Amplex Red glucose oxidase fluorescence | Potency, µM (series often up to 76.4 µM), for inactives: top-dose activity change, negative = inhibition, actives largely listed as inhibitors | 300,000 compounds, 0.38% hits | AID 2100;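 note: 0% = full enzyme reaction and -100% = no-enzyme basal signal; the screen sought inhibitors and activators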
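Recombinant enzyme (4 nM final) with compounds titrated up to 77 uM and bovine liver glycogen (30 ug) in citrate pH 5.0, 0.01% Tween-20, 37 C 40 min. Released glucose detected by Amplex Red/glucose oxidase (Ex 573/Em 610); AC50 from Hill fits.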
GAA inh: blocks human lysosomal alpha-glucosidase; P10253; purified human GAA, 4-MU-alpha-glucoside fluorescence; Potency, µM (series often up to 76.9 µM), inactives show at the highest dose activity change, negative = inhibition, hits mostly inhibitors; 200,000 compounds, 0.005% hits; AID 1466;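 note: plate controls were uninhibited enzyme wells for no effect and no-enzyme background for full effect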
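Human enzyme at 4 nM with 400 uM 4-methylumbelliferyl-alpha-D-pyranoside, citrate/phosphate buffer pH 5.0, 0.005% Tween-20, 20 min at room temperature. Compounds up to 77 uM. 4-MU fluorescence (Ex 365/Em 440) read after NaOH/glycine stop; AC50 from Hill fit.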
Starred values were filed as active, the others as inactive; ? = inconclusive; nt = no result given; & = joins results of further samples; [ ] = another dose, or the depositor's remark. Calls come from the whole dose curve; as a rule, active = well fitted curve in the direction sought with a large enough effect; inconclusive = small, poorly fitted or top-dose-only effect, or another doubt; inactive = no such curve, though single readings can be large; an effect the other way counts as inactive or inconclusive. Potency is the fitted concentration of half-maximal effect.

No.	SMILES	GLA spleen mod	Tau fluor counter	HTT ATP protect	Tau fibril ThT	GAA spleen mod	Tau fibril FP	GAA glycogen mod	GAA inh
1	Cc1ccc(S(=O)(=O)n2nc(C)c(S(=O)(=O)N3CCCCC3)c2C)cc1	nt	12%	nt	8%	nt	-1%	6%[76.3 µM]	nt
2	Cc1cnc2ncc3sccc3c2c1	-1%	0%	nt	-5%	-1%	4%	-5%	-8%
3	O=C1CC(c2ccc(O)cc2)Oc2ccccc21 (stereo not drawn)	4%	-10%	nt	?	1%	13%	nt	nt
4	CCC(C(=O)NCCc1ccccc1)n1nc(C)c2sc3ccccc3c2c1=O (stereo not drawn)	nt	-22%	nt	-5%	nt	-3%	0%[76.3 µM]	nt
5	COCCN=C1NN=C(c2ccc(NC(C)=O)cc2)CS1	6%	-27%	-49%[inhibitor]	28µM*	4%	?	-21%	-5%
6	CCOc1ccc(N2C(=O)CN=C2Nc2ccccc2F)cc1	5%	-3%	-6%	-7%	7%	-2%	10%	-2%
7	CCCN(C(=O)c1noc2c1COc1ccc(C)cc1-2)c1ccc(Cl)c(Cl)c1	nt	-7%	nt	-2%	nt	-8%	-7%[76.3 µM]	nt
8	C#CCOC(=O)C(NC(=O)c1ccccc1)=C(C)C	7%	-5%	1%[10 µM]	-9%	2%	3%	-8%	-8%
9	Cc1ccc(CNC(=O)Nc2ccc(C)cc2)cc1	1%	3%	-22%	6%	-4%	6%	3%	-8%
10	COCCNC(=O)CCCCCN1C(=O)CCC1=O	26%	-2%	7%[0.074 µM]	-2%	14%	7%	-23%	4%
11	COc1ccc(Nc2nc(-c3ccccc3)nc3ccccc23)c(OC)c1	-2%	25µM*[quencher]	11%[10 µM]	?	-10%	8%	-8%	-1%
12	Cc1cccc(Cn2c(=O)n(Cc3ccccc3)c(=O)c3sc4ccccc4c32)c1	nt	-14%	nt	-1%	nt	-13%	17%[76.3 µM]	nt
13	COc1ccc([N+](=O)[O-])cc1NC(=O)CSc1ccccc1	-21%	-28%	-27%	-12%	1%	-2%	-4%	1%
14	O=C(c1ccc2c(c1)OCO2)C1CCCN(C2CCN(CCc3ccccc3)CC2)C1 (stereo not drawn)	0%	-14%	-19%[10 µM]	-16%	-1%	-4%	8%	-4%
15	CN1CCN(CCNC(=O)Nc2ccccc2C(F)(F)F)CC1	-5%	-6%	9%[10 µM]	-9%	-2%	-9%	2%	6%
16	Cc1ccc(-n2c(=O)c3c(n4cnnc24)-c2ccccc2CC32CCCCC2)cc1	-6%	1%	1%[10 µM]	-6%	0%	1%	11%	6%
17	O=c1cc(CN2CCN(c3ccccc3F)CC2)c2cc(O)c(-c3ccccc3)cc2o1	-6%	-16%	nt	-10%	-1%	-12%	2%	-3%
18	COc1ccccc1NC(=O)c1c(NC(=O)c2cccs2)sc2c1CCC(C(C)(C)C)C2 (stereo not drawn)	nt	-13%	nt	-12%	nt	-7%	0%[76.3 µM]	nt
19	CCOC(=O)c1cc(NC(=O)Nc2ccc(Br)cc2)c(C)nc1C	3%	?	-7%	11%	-2%	18µM*	-3%	-6%
20	COc1ccc(-c2cc3nc(C)c(CCC(=O)NC(C)CCc4ccco4)c(C)n3n2)c(OC)c1 (stereo not drawn)	1%	-19%	-28%	?	2%	13%	-11%	-5%

Reprinted from the part before: 2 compounds; new compounds follow.
No.	SMILES	GLA spleen mod	Tau fluor counter	HTT ATP protect	Tau fibril ThT	GAA spleen mod	Tau fibril FP	GAA glycogen mod	GAA inh
19	CCOC(=O)c1cc(NC(=O)Nc2ccc(Br)cc2)c(C)nc1C	3%	?	-7%	11%	-2%	18µM*	-3%	-6%
20	COc1ccc(-c2cc3nc(C)c(CCC(=O)NC(C)CCc4ccco4)c(C)n3n2)c(OC)c1 (stereo not drawn)	1%	-19%	-28%	?	2%	13%	-11%	-5%
21	O=c1[nH]c2ccc(NC(=S)NCc3ccccc3)cc2[nH]1	1%	-18%	-3%[10 µM]	-13%	0%	1%	-5%	nt
22	NC(=S)Nc1ccc2cc[nH]c2c1	8%	-3%	31%[10 µM]	-2%	7%	-6%	-15%	-6%
23	O=C(NC(=S)Nc1ccccc1N1CCOCC1)c1ccc(-c2cc(Cl)ccc2Cl)o1	-5%	-27%	6%[10 µM]	-11%	-1%	-6%	14%	0%
24	CCc1cccc(C)c1NC(=O)CN(C)Cc1ccc(Br)cc1	2%	1%	-105%[inhibitor]	-6%	1%	5%	-7%	-9%
25	C#CCn1c(=NC(=O)CSC(C)=O)sc2cc(F)ccc21	3%	-1%	-6%[10 µM]	-7%	2%	-7%	-9%	nt
26	CCn1cc(C(=O)NCc2ccccc2Cl)cn1	2%	1%	nt	2%	0%	6%	1%	0%
27	CCC(=O)NNc1ncnc2c1cnn2-c1cccc(C)c1	4%	-18%	-6%	?	-2%	10%	-3%	0%
28	COC(=O)c1ccccc1NC(=O)COC(=O)c1ccc(C)c(NC(=O)c2ccco2)c1	8%	-8%	-16%	-8%	10%	0%	6%	-3%
29	Cc1ccnc(SCc2cc(=O)c(OC(=O)c3ccccc3)co2)n1	2%	-13%	2%	?	8%	-1%	3%	-5%
30	CCCC(=O)N1CCN(c2ccc(NC(=S)NC(=O)CC)cc2)CC1	2%	-8%	0%	?	-12%	9%	-19%	1%
31	CCC(Cc1ccccc1)NCc1c(C(=O)O)c(C)n(Cc2ccccc2)c1C (stereo not drawn)	-5%	1%	-14%	-2%	-4%	1%	-24%	-12%
32	COc1ccc(NCC(=O)N/N=C2\CCCC(C)C2)cc1 (stereo not drawn)	-2%	-2%	41%[10 µM]	-17%	-3%	15%	2%	-2%
33	Cc1c(C(=O)OC2CCC(C)CC2)[nH]c2c1C(=O)CCC2 (stereo not drawn)	-2%	-24%	-6%[10 µM]	?	5%	0%	-4%	-3%
34	COc1ccc(N2CCN(C(c3ccccc3OC)c3nnnn3C3CCCC3)CC2)cc1 (stereo not drawn)	1%	-16%	-3%[10 µM]	-17%	-4%	6%	?	-4%
35	CCC(C)c1ccc(NC(=O)COc2c(F)c(F)c(C(F)(F)F)c(F)c2F)cc1 (stereo not drawn)	5%	-24%	5%[10 µM]	-10%	-7%	7%	-14%	-6%
36	O=C(O)c1ccccc1C(=O)NCCc1c(C(=O)O)[nH]c2ccc(Cl)cc12	-1%	6%	11%[10 µM]	6%	-16%	3%	2%	nt
37	Cn1c(SCc2nc3ccccc3c(=O)[nH]2)nnc1-c1ccco1	0%	-3%	-8%[10 µM]	-11%	5%	-2%	2%	-1%
38	C#CCn1c(=NC(=O)c2cc(Cl)sc2Cl)sc2cc(S(N)(=O)=O)ccc21	-13%	-13%	13%[10 µM]	-11%	-1%	-9%	4%	6%
39	C/C(O)=C(\N=Nc1cc(C)ccc1O)C(N)=O	2%	?	31%[10 µM]	10µM*	-2%	13%	?	-3%
40	COC(=O)c1ccccc1NC(=O)CSc1c2c(nc3ccc(Cl)cc13)CCCC2	nt	-21%	nt	?	nt	-6%	-9%[76.3 µM]	nt
41	COC(=O)c1ccc(NC(=O)c2cc(Cl)ccc2OC)cc1	-1%	-2%	nt	-3%	2%	-5%	22%	5%
42	CCOc1ccccc1C(=O)n1nc2nc(C)cc(C)c2c1N	5%	-3%	-16%	-17%	-1%	-1%	6%	-2%
43	O=C(NCCCN1CCN(c2cccc(Cl)c2)CC1)c1nc(-c2ccncc2)no1	-13%	-16%	19%	-16%	-9%	7%	-5%	1%
44	COc1cc2c(cc1OC)-c1cc3ccc4c(c3c[n+]1CC2)OCO4	1%	-17%	nt	16µM*	4%	-9%	-3%	3%[15.4 µM]
45	O=C(O)c1cccnc1SC1CC(=O)N(c2cccc(C(F)(F)F)c2)C1=O (stereo not drawn)	-2%	4%	nt	4%	-2%	-4%	-2%	-7%
46	O=C(COn1nnc2ccccc21)N1CCN(Cc2ccccc2)CC1	1%	-7%	1%	-3%	3%	4%	6%	-2%
47	Cc1ccc[n+](CC(=O)c2cc3ccccc3oc2=O)c1	-10%	-8%	-1%	-15%	-7%	6%	-7%	-9%
48	CCn1c(SCC(=O)OCc2ccccc2)nnc1-c1ccco1	-2%	-3%	10%[10 µM]	-2%	5%	0%	-4%	-1%
49	Cc1ccc(S(=O)(=O)N/N=C/c2c[nH]c3ccccc23)cc1	13%	?	-9%	?	2%	12%	?	11%
50	Oc1ccc(Cn2cc[nH]c2=S)cc1	3%	-16%	-33%[inhibitor][1.9 µM]	-8%	-6%	-18%	nt	nt
51	CCOc1[nH]n(-c2ccccc2)c(=O)c1C=Nc1ccc(C)cc1	2%	-16%	-31%[inhibitor]	-16%	nt	-15%	6%	-4%
52	CN(C(=O)CSc1nc2ccc(NC(=O)c3cccc(F)c3)cc2s1)c1ccccc1	nt	?	nt	15%	nt	?	4%[76.3 µM]	nt
53	CCN1CCN(c2cc(C)c3cc(NC(=O)c4ccncc4)ccc3n2)CC1	-4%	-15%	9%	?	-13%	4%	7%	-6%[15.4 µM]
54	O=C(N=Nc1c(O)n(Cc2ccccc2)c2ccccc12)c1ccc(O)cc1	-4%	?	0%[10 µM]	14µM*	8%	-10%	-1%	?
55	COc1ccc(C2/C=C\CN(C(=O)C3CCCCC3)CC(=O)N2Cc2ccc(F)cc2)cc1 (stereo not drawn)	9%&14%	1%	-7%[10 µM]	-5%	-2%&0%	4%	6%	nt
56	CCOC(=O)N1CCC(NC(=O)Cn2cccc2C(=O)c2ccccc2)CC1	13%	-3%	-4%	-3%	8%	0%	10%	?
57	COc1c(Cl)cc(Cl)cc1C(=O)Nc1cccc(-c2nc3ccccc3o2)c1C	nt	-23%	nt	-16%	nt	-5%	-5%[76.3 µM]	nt
58	O=C(Nc1ccccc1C(=O)N1CCCCC1)C1CCCCC1	-3%	4%	-4%	2%	-3%	-5%	9%	-3%
59	O=C(CNC(=S)NC(=O)c1ccco1)c1ccccc1	-1%	-7%	-2%	1%	0%	-14%	-10%	-12%
